Screening results (PubChem BioAssay)
INS-1E ATP HTS: preserves ATP levels in cytokine-treated INS-1E cells | INS-1E cytokine-induced death, ATP luminescence, 48 h; normalised: neutral wells 0, positive control 100 | protection from cytokine-induced ATP loss, % at 10 µM | 0.1% of 20,000 active;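 active = mean replicate protection from cytokine-induced ATP loss at least 50% and at least 75% of replicates each reaching 50%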
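Assay system – rat INS-1E insulinoma cell line · Quantity – 8000 cells per well · Buffer or medium – RPMI without phenol red, 5% FBS · Schedule – 48 h co-treatment, 10 min post-lysis read · Technique – luminescent ATP assay (CellTiter-Glo)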
T cruzi HTS: inhibitors of intracellular Trypanosoma cruzi; intracellular Trypanosoma cruzi in host cells, plate reader; activity score (inhibition), % at 5.01 µM; 4.9% of 22,000 active; in the data active = activity score above about 55%;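 also: parasites and compound incubated about four days before reading; 0% = median of neutral control wells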
Starred values were filed as active, the others as inactive; x = not tested or not shown.

SMILES	INS-1E ATP HTS	T cruzi HTS
CC(C)NC(=O)N(C)C[C@H]1Oc2ccc(NC(=O)Cc3ccccc3)cc2C(=O)N([C@@H](C)CO)C[C@H]1C	x	-1.3
C[C@@H]1CN([C@@H](C)CO)C(=O)c2cccc(NC(=O)NC3CCCCC3)c2O[C@@H]1CN(C)Cc1ccccc1	-33.1	-19.7
C[C@@H]1CN([C@H](C)CO)C(=O)Cc2cc(NC(=O)Cc3cn(C)c4ccccc34)ccc2O[C@H]1CN(C)S(=O)(=O)c1ccc(Cl)cc1	3.4	-3.6
C[C@H]1CN([C@@H](C)CO)C(=O)Cc2cc(NC(=O)Nc3ccc4c(c3)OCO4)ccc2O[C@@H]1CN(C)C(=O)Nc1ccccc1	9.3	-4.0
Cc1ccc(S(=O)(=O)Nc2ccc3c(c2)C(=O)N([C@H](C)CO)C[C@H](C)[C@H](CN(C)S(=O)(=O)c2ccc(C)cc2)OCCCC[C@@H](C)O3)cc1	-12.5	46.0
Cc1noc(C)c1S(=O)(=O)Nc1ccc2c(c1)C(=O)N([C@H](C)CO)C[C@H](C)[C@@H](CN(C)S(=O)(=O)c1ccc(F)cc1)OCCCC[C@@H](C)O2	-6.5	-2.0
CC(C)NC(=O)N(C)C[C@@H]1Oc2ccc(NC(=O)Cc3cn(C)c4ccccc34)cc2CC(=O)N([C@@H](C)CO)C[C@@H]1C	6.1	-8.2
COc1ccc(CN(C)C[C@@H]2OCCCC[C@@H](C)Oc3ccc(NS(=O)(=O)c4cn(C)cn4)cc3C(=O)N([C@H](C)CO)C[C@@H]2C)cc1	0.6	-10.4
Cc1ccc(S(=O)(=O)Nc2ccc3c(c2)C(=O)N([C@@H](C)CO)C[C@@H](C)[C@H](CN(C)S(C)(=O)=O)O3)cc1	x	-11.9
C[C@@H]1CN([C@H](C)CO)C(=O)CCCn2nncc2CO[C@@H]1CN(C)Cc1ccc(Cl)c(Cl)c1	x	14.4
C[C@@H]1CCCCO[C@@H](CN(C)C(=O)Nc2ccc(C(F)(F)F)cc2)[C@@H](C)CN([C@H](C)CO)C(=O)c2cc(NC(=O)CCC(F)(F)F)ccc2O1	4.9	13.0
Cc1noc(C)c1S(=O)(=O)Nc1ccc2c(c1)C(=O)N([C@H](C)CO)C[C@@H](C)[C@@H](CN(C)S(=O)(=O)c1c(C)noc1C)O2	3.6	3.8
C[C@@H]1CN([C@H](C)CO)C(=O)c2cccc(NC(=O)Nc3ccc(F)cc3)c2O[C@@H]1CN(C)Cc1ccc(Oc2ccccc2)cc1	-50.5	14.3
COc1ccc(S(=O)(=O)Nc2ccc3c(c2)C(=O)N([C@@H](C)CO)C[C@@H](C)[C@@H](CN(C)C(=O)Nc2ccc(F)cc2)O3)cc1	-3.4	3.3
C[C@H]1CN([C@@H](C)CO)C(=O)CCCn2cc(nn2)CO[C@H]1CN(C)S(=O)(=O)c1ccccc1C#N	x	-10.1
C[C@H]1CN([C@@H](C)CO)C(=O)c2cccc(NC(=O)NC3CCCCC3)c2O[C@@H]1CN(C)C(=O)Nc1ccc(F)cc1	1.4	-4.8
C[C@@H]1CN([C@H](C)CO)C(=O)Cc2cc(NC(=O)c3ccncc3)ccc2O[C@H]1CN(C)Cc1ccc(C(=O)Nc2ccccc2N)cc1	-21.9	19.6
CNC[C@@H]1Oc2ccc(NS(=O)(=O)c3ccc(OC)cc3)cc2C(=O)N([C@H](C)CO)C[C@@H]1C	1.9	-31.0
Cc1ccc(S(=O)(=O)Nc2cccc3c2O[C@H](CN(C)S(=O)(=O)c2ccc(C)cc2)[C@@H](C)CN([C@H](C)CO)C3=O)cc1	0.6	-0.6
C[C@@H]1CN([C@H](C)CO)C(=O)c2cc(NC(=O)CCC(F)(F)F)ccc2O[C@H]1CN(C)Cc1ccccc1	x	2.1

9 of the compounds above, bar-delimited.
molecule | INS-1E ATP HTS | T cruzi HTS
CC(C)NC(=O)N(C)C[C@H]1Oc2ccc(NC(=O)Cc3ccccc3)cc2C(=O)N([C@@H](C)CO)C[C@H]1C | x | -1.3
C[C@@H]1CN([C@@H](C)CO)C(=O)c2cccc(NC(=O)NC3CCCCC3)c2O[C@@H]1CN(C)Cc1ccccc1 | -33.1 | -19.7
C[C@@H]1CN([C@H](C)CO)C(=O)Cc2cc(NC(=O)Cc3cn(C)c4ccccc34)ccc2O[C@H]1CN(C)S(=O)(=O)c1ccc(Cl)cc1 | 3.4 | -3.6
C[C@H]1CN([C@@H](C)CO)C(=O)Cc2cc(NC(=O)Nc3ccc4c(c3)OCO4)ccc2O[C@@H]1CN(C)C(=O)Nc1ccccc1 | 9.3 | -4.0
Cc1ccc(S(=O)(=O)Nc2ccc3c(c2)C(=O)N([C@H](C)CO)C[C@H](C)[C@H](CN(C)S(=O)(=O)c2ccc(C)cc2)OCCCC[C@@H](C)O3)cc1 | -12.5 | 46.0
Cc1noc(C)c1S(=O)(=O)Nc1ccc2c(c1)C(=O)N([C@H](C)CO)C[C@H](C)[C@@H](CN(C)S(=O)(=O)c1ccc(F)cc1)OCCCC[C@@H](C)O2 | -6.5 | -2.0
CC(C)NC(=O)N(C)C[C@@H]1Oc2ccc(NC(=O)Cc3cn(C)c4ccccc34)cc2CC(=O)N([C@@H](C)CO)C[C@@H]1C | 6.1 | -8.2
COc1ccc(CN(C)C[C@@H]2OCCCC[C@@H](C)Oc3ccc(NS(=O)(=O)c4cn(C)cn4)cc3C(=O)N([C@H](C)CO)C[C@@H]2C)cc1 | 0.6 | -10.4
Cc1ccc(S(=O)(=O)Nc2ccc3c(c2)C(=O)N([C@@H](C)CO)C[C@@H](C)[C@H](CN(C)S(C)(=O)=O)O3)cc1 | x | -11.9

(continued)
SMILES	INS-1E ATP HTS	T cruzi HTS
COc1ccc(CN(C)C[C@@H]2Oc3c(NC(=O)c4ccncc4)cccc3C(=O)N([C@@H](C)CO)C[C@H]2C)cc1	2.0	78.5*
C[C@@H]1CN([C@@H](C)CO)C(=O)Cc2cc(NC(=O)Nc3ccc(C(F)(F)F)cc3)ccc2O[C@@H]1CN(C)S(=O)(=O)c1ccccc1	-11.2	75.3*
COc1ccc(CN(C)C[C@@H]2Oc3ccc(NC(=O)C4CCCCC4)cc3CC(=O)N([C@H](C)CO)C[C@H]2C)cc1	8.6	50.5
COc1ccc(NC(=O)N(C)C[C@@H]2Oc3ccc(NS(=O)(=O)c4ccc(C)cc4)cc3C(=O)N([C@@H](C)CO)C[C@@H]2C)cc1	x	3.3
O=C(NO)c1cccc(C(=O)N/N=C/c2ccc(O)cc2O)c1	-10.6	18.9
C[C@@H]1CCCCO[C@@H](CN(C)S(=O)(=O)c2ccccc2)[C@@H](C)CN([C@H](C)CO)C(=O)c2cc(NS(=O)(=O)c3cccs3)ccc2O1	-5.1	2.0
C[C@H]1CN([C@@H](C)CO)C(=O)Cc2cc(NC(=O)CCC(F)(F)F)ccc2O[C@@H]1CN(C)Cc1ccc(Oc2ccccc2)cc1	-10.9	59.2*
Cc1ccc(S(=O)(=O)Nc2ccc3c(c2)CC(=O)N([C@@H](C)CO)C[C@@H](C)[C@@H](CN(C)Cc2ccccc2)O3)cc1	8.9	-16.8
C[C@@H]1CN([C@H](C)CO)C(=O)Cc2cc(NS(C)(=O)=O)ccc2O[C@@H]1CN(C)S(=O)(=O)c1cccs1	14.5	-11.6
COc1ccc(S(=O)(=O)N(C)C[C@H]2OCc3cn(nn3)CCCC(=O)N([C@@H](C)CO)C[C@@H]2C)cc1	1.0	-17.5
CNC[C@H]1OCCCC[C@@H](C)Oc2ccc(NS(=O)(=O)c3ccc(C)cc3)cc2C(=O)N([C@H](C)CO)C[C@@H]1C	2.2	-0.2
C[C@@H]1CN([C@H](C)CO)C(=O)c2cc(NC(=O)Nc3ccc(F)cc3)ccc2O[C@@H]1CN(C)Cc1ccc(-c2ccccc2)cc1	-32.2	43.6
O=C(NO)c1cccc(C(=O)N/N=C/c2ccccc2[N+](=O)[O-])c1	-7.2	-4.3
C[C@@H]1CCCCO[C@H](CN(C)C(=O)CCCN(C)C)[C@@H](C)CN([C@H](C)CO)C(=O)c2cc(NC(=O)c3ccccc3)ccc2O1	1.4	-4.1
C[C@H](CO)N1C[C@H](C)[C@@H](CN(C)C(=O)Nc2ccc(C(F)(F)F)cc2)Oc2c(NC(=O)CCCCCC(=O)Nc3ccccc3N)cccc2C1=O	-9.2	0.7
Cc1ccc(S(=O)(=O)N(C)C[C@H]2Oc3c(NS(=O)(=O)c4ccccc4)cccc3C(=O)N([C@H](C)CO)C[C@@H]2C)cc1	11.7	6.2
Cc1noc(C)c1NC(=O)Nc1cccc2c1O[C@@H](CN(C)C(=O)Nc1c(C)noc1C)[C@H](C)CN([C@@H](C)CO)C2=O	2.1	2.8
C[C@@H]1CN([C@H](C)CO)C(=O)c2cc(NC(=O)CCN3CCOCC3)ccc2O[C@H]1CN(C)S(=O)(=O)c1ccccc1	5.5	2.7
C[C@@H]1CCCCO[C@H](CN(C)C(=O)CCCN(C)C)[C@@H](C)CN([C@H](C)CO)C(=O)c2cc(NS(=O)(=O)c3cn(C)cn3)ccc2O1	8.8	-12.6
C[C@@H]1CN([C@@H](C)CO)C(=O)c2cc(NC(=O)c3ccncc3)ccc2O[C@H]1CN(C)Cc1ccc(C(F)(F)F)cc1	-0.2	1.9
CNC[C@H]1Oc2ccc(NC(=O)C3CC3)cc2C(=O)N([C@H](C)CO)C[C@H]1C	10.2	-17.0
C[C@H]1CN([C@@H](C)CO)C(=O)c2cccc(NC(=O)Nc3ccc(F)cc3)c2O[C@@H]1CN(C)Cc1ccc2c(c1)OCO2	-13.0	8.7
C[C@H]1CN([C@@H](C)CO)C(=O)c2cc(NS(C)(=O)=O)ccc2O[C@H]1CN(C)S(=O)(=O)c1ccc(Cl)cc1	5.0	-12.0
O=C(N/N=C/c1ccccc1C(=O)O)c1ccccc1O	-21.3	-15.1
Cc1ccc(S(=O)(=O)Nc2cccc3c2O[C@H](CN(C)S(=O)(=O)c2ccccc2)[C@H](C)CN([C@H](C)CO)C3=O)cc1	8.0	-12.5
C[C@@H]1CN([C@H](C)CO)C(=O)CCCn2nncc2CO[C@H]1CN(C)Cc1ccccc1	x	5.2
C[C@H]1CN([C@@H](C)CO)C(=O)Cc2cc(NC(=O)CCN3CCOCC3)ccc2O[C@@H]1CN(C)C(=O)Nc1ccc2c(c1)OCO2	-0.6	-21.6
C[C@@H]1CN([C@@H](C)CO)C(=O)c2cc(NC(=O)CCCCCC(=O)Nc3ccccc3N)ccc2O[C@@H]1CN(C)C	8.0	-37.1
Cc1noc(C)c1NC(=O)N(C)C[C@@H]1Oc2ccc(NC(=O)CCCCCC(=O)Nc3ccccc3N)cc2CC(=O)N([C@H](C)CO)C[C@@H]1C	-4.3	-39.2
C[C@H]1CN([C@@H](C)CO)C(=O)c2cccc(NC(=O)Nc3ccccc3)c2O[C@@H]1CN(C)S(=O)(=O)c1ccccc1	-2.3	3.5
C[C@H]1CN([C@@H](C)CO)C(=O)c2cccc(NC(=O)Nc3cccc4ccccc34)c2O[C@@H]1CN(C)S(=O)(=O)c1ccc(F)cc1	-3.8	4.1
Cc1ccc(S(=O)(=O)N(C)C[C@@H]2Oc3ccc(NC(=O)Cc4cn(C)c5ccccc45)cc3C(=O)N([C@@H](C)CO)C[C@@H]2C)cc1	-6.1	-3.5
COc1ccc(S(=O)(=O)N(C)C[C@H]2Oc3ccc(NS(=O)(=O)c4ccc(Cl)cc4)cc3CC(=O)N([C@@H](C)CO)C[C@@H]2C)cc1	-1.9	16.6
CC(C)NC(=O)Nc1cccc2c1O[C@@H](CN(C)C(=O)Nc1cccc3ccccc13)[C@H](C)CN([C@H](C)CO)C2=O	3.1	-9.3
C[C@H]1CN([C@@H](C)CO)C(=O)c2cc(NC(=O)CCCCCC(=O)Nc3ccccc3N)ccc2O[C@H]1CN(C)S(=O)(=O)c1cn(C)cn1	5.2	-28.3
C[C@H]1CN([C@@H](C)CO)C(=O)CCCn2nncc2CO[C@H]1CN(C)S(=O)(=O)c1ccc2c(c1)OCCCO2	x	6.5
C[C@H](CO)N1C[C@H](C)[C@@H](CN(C)C(=O)Nc2ccc(F)cc2)Oc2c(NC(=O)Nc3ccc4c(c3)OCO4)cccc2C1=O	5.3	4.7
Cc1noc(C)c1NC(=O)N(C)C[C@@H]1Oc2ccc(NC(=O)CCN3CCOCC3)cc2CC(=O)N([C@@H](C)CO)C[C@@H]1C	2.8	-22.7
COc1ccc(S(=O)(=O)Nc2ccc3c(c2)C(=O)N([C@H](C)CO)C[C@H](C)[C@H](CN(C)C(=O)CCCN(C)C)OCCCC[C@@H](C)O3)cc1	8.2	-25.1
Cc1noc(C)c1NC(=O)N(C)C[C@H]1Oc2c(NC(=O)Nc3ccccc3)cccc2C(=O)N([C@@H](C)CO)C[C@@H]1C	4.0	-29.5
C[C@@H]1CN([C@H](C)CO)C(=O)c2cc(NC(=O)CCN3CCOCC3)ccc2O[C@@H]1CN(C)S(=O)(=O)c1ccc(F)cc1	1.1	4.8
Cc1ccc(S(=O)(=O)N(C)C[C@H]2Oc3ccc(NC(=O)Nc4ccc(F)cc4)cc3C(=O)N([C@@H](C)CO)C[C@H]2C)cc1	-8.7	18.5
O=C(N/N=C/c1cccc(OCCO)c1)c1ccccc1O	-21.7	-22.1
Cc1noc(C)c1NC(=O)N(C)C[C@@H]1Oc2ccc(NC(=O)Nc3ccc(C(F)(F)F)cc3)cc2C(=O)N([C@H](C)CO)C[C@H]1C	2.6	0.1
C[C@@H]1CN([C@H](C)CO)C(=O)Cc2cc(NC(=O)Nc3ccc4c(c3)OCO4)ccc2O[C@H]1CN(C)C(=O)Nc1ccc2c(c1)OCO2	1.7	-12.0
O=C(CCCCCC(=O)Nc1ccccc1O)N/N=C\c1cccnc1Cl	1.4	5.3
CNC[C@@H]1Oc2ccc(NC(=O)CCCN(C)C)cc2C(=O)N([C@H](C)CO)C[C@H]1C	7.6	-0.6
COc1ccc(NC(=O)Nc2ccc3c(c2)C(=O)N([C@H](C)CO)C[C@H](C)[C@H](CN(C)C(=O)Nc2c(C)noc2C)O3)cc1	15.8	-30.6
